TIM10 inh = growth inhibitors of isogenic TIM10 control yeast, primary screen, counter-screen for tim10-1 yeast inhibitor project, luminescence, uHTS. S. cerevisiae TIM10 strain growth, BacTiter-Glo luminescence, 24 h. inhibition, % at 10 µM. AID 463195, 2010. 330,000 tested, 1.4% active;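 active = inhibition of 40% or more at the single tested concentration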;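 note: wild-type TIM10 isogenic control strain grown at permissive 25 °C; 0% = DMSO yeast wells and 100% = minimal medium wells without yeast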
NALP3 yeast inh = NALP3 inflammasome inhibitors in reconstituted yeast, primary screen, luminescence, uHTS; Yeast reconstituted NLRP3/ASC/caspase-1, beta-gal luminescence, 24 h; inhibition, % at 10 µM; 330,000 tested, 0.39% active;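 active = inhibition of 50% or more; inactive = inhibition below 50%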;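 note: plate controls were induced DMSO wells for no effect and uninduced yeast grown without galactose for full effect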
UPR CHOP act = activators of apoptotic CHOP UPR arm, primary screen, cell-based, CHO-CHOP luciferase reporter, luminescence, uHTS; UPR activation; percent of tunicamycin response over DMSO baseline; activation, % at 10 µM; 330,000 tested, 0.34% active;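 active = at 10 µM dose, activation of 40% or more, normalized to positive control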;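 note: 100% = tunicamycin at 10 µg/mL and 0% = DMSO alone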
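Assay system: CHO-CHOP cells, stable luciferase reporter of PERK-eIF2a-CHOP signalling / Buffer or medium: F12 plus 10% serum / Compound dosing: one dose, 10 µM in 0.5% DMSO / Times: 6 h compound treatment, 37 °C / Technique: luciferase luminescence / Read-out: % reporter activation, DMSO baseline versus tunicamycin full activation / Benchmarks: tunicamycin and DMSO controls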
tim10-1 inh = growth inhibitors of tim10-1 mutant yeast, primary screen, luminescence, uHTS; S. cerevisiae tim10-1 ts strain growth, BacTiter-Glo, 24 h; inhibition, % at 20 µM; 330,000 tested, 2.2% active; AID 463190, 2010;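 active = inhibition of at least 40%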;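 note: mutant grown at 25 °C; 0% = DMSO wells with yeast and 100% = wells holding no yeast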
tim23-1 inh = growth inhibitors of tim23-1 mutant yeast, primary screen, luminescence, uHTS | S. cerevisiae tim23-1 growth, BacTiter-Glo luminescence, 24 h | inhibition, % at 20 µM | 330,000 tested, 1.3% active;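 active = growth inhibition of the mutant yeast at or above 50%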;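 note: temperature-sensitive mutant grown at 25 °C; plate controls were DMSO-treated mutant yeast for no effect and medium wells lacking yeast for full effect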
NR3A LBD binder = binders of NR3A ligand-binding domain, primary screen, biophysical, differential scanning fluorimetry, uHTS. AID 1259313, 2017. Glutamate receptor ionotropic, NMDA 3A (GRIN3A) ligand-binding domain. Tm shift relative to glycine control, % at 25 µM. NR3A LBD differential scanning fluorimetry, Tm shift; 0% = protein alone, 100% = glycine-bound protein. 340,000 tested, 2.5% active;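 active = melting temperature shift of at least 10% of the positive control shift, at one fixed dose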
XBP1 UPR activ = activators of adaptive XBP1 UPR arm, primary screen, cell-based, CHO-XBP1 luciferase reporter, luminescence, uHTS; IRE1-XBP1 UPR activation; percent of tunicamycin response, DMSO as zero; activation, % at 20 µM; 330,000 tested, 0.33% active;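 active = versus positive control, 20 µM dose yields 30% or more activation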;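 note: 100% = tunicamycin at 10 µg/mL and 0% = DMSO only wells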
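Material: IRE1-XBP1 luciferase reporter CHO line / Quantity: one thousand reporter cells per well / Buffer or medium: F12 with 10% serum / Compound: 20 µM single concentration, DMSO 1% / Times: 6 h treatment, 37 °C / Detection: Steady-Glo luciferase glow luminescence, 10 min after reagent addition / Benchmarks: tunicamycin high, DMSO low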
Mdm2 MdmX PPI = inhibitors of human Mdm2-MdmX association, primary screen, cell-based, luminescence, split luciferase, SaOS-2, uHTS | AID 485346, 2010 | 330,000 tested, 3% active | SaOS-2 split-luciferase Mdm2/MdmX complementation | inhibition, % at 8 µM | Protein Mdm4 (Homo sapiens) + E3 ubiquitin-protein ligase Mdm2 (Homo sapiens), …;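 active = inhibition of at least 50% at 8 µM in the primary screen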
Target sequence (O15151 whole entry, looked up): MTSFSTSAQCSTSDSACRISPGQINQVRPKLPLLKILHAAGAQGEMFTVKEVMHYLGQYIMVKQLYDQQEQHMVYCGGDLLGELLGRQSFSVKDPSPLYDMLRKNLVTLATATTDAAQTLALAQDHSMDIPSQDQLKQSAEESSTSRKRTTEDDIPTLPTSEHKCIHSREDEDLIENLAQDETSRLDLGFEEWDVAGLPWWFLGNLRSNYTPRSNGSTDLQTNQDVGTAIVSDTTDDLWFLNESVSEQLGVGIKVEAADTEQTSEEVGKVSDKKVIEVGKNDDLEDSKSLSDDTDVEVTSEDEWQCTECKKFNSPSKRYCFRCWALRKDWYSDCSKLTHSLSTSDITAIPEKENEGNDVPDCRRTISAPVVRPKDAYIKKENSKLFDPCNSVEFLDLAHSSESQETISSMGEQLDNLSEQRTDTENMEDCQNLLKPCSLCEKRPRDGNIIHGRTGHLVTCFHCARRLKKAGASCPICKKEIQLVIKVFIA
Target sequence (Q00987 whole entry, looked up): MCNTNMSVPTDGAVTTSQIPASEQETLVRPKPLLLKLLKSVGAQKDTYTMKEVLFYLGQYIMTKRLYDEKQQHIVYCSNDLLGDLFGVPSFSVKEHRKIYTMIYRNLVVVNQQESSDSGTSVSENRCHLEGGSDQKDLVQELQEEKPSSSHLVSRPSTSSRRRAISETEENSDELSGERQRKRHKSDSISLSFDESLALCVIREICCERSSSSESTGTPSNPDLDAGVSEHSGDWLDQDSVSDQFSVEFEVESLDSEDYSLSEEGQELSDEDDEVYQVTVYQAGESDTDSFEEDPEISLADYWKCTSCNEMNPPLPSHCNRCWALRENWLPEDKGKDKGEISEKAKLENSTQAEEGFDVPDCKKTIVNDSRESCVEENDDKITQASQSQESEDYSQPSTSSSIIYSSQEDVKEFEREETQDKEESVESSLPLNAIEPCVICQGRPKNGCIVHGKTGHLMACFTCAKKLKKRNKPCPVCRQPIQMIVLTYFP
APJ agonist = agonists of human apelin receptor APJ, primary screen, CHO-K1 cells, PathHunter beta-arrestin, luminescence; P35414; 0% DMSO wells, 100% apelin; activation, % at 20 µM; 330,000 tested, 0.11% active; AID 2520, 2010;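 active = activation more than six SD over the plate average, tested at 20 µM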;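 note: 0% = DMSO alone and 100% = apelin-13 at 10 nM; some results filed as inactive read as strong as hits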
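Assay system: engineered CHO-K1 APJ arrestin reporter cells; Amount: 1000 CHO-K1 reporter cells seeded per well; Dosing: one dose, 20 µM compound, 1% DMSO; Times: compound stimulation 90 min at 25 °C, detection 60 min; Measured by: luminescent beta-gal fragment complementation, chemiluminescent substrate; Read-out: APJ–arrestin association signal; Controls: DMSO vs Apelin-13 10 nM.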
* hit, by the source's call.

1. O=C(C1CC1)N1c2ccccc2Sc2ccccc21
2. CCC12CN(C(=O)c3ccco3)CC(CC)(CN(C(=O)c3ccco3)C1)C2=O
3. COc1cc(OC)cc(C(=O)N2CCN(S(=O)(=O)c3ccc(Cl)s3)CC2)c1
4. O=c1[nH]c(C2CCCCC2)nc2ccccc12
5. Cc1ccc(S(=O)(=O)N2CCN(C(=O)N3CCOCC3)CC2)c(C)c1
6. Cc1c(NC(=O)COC(=O)c2ncc(Cl)c(Cl)c2Cl)c(=O)n(-c2ccccc2)n1C
Compound	1	2	3	4	5	6
TIM10 inh	2	4	9	-14	0	-6
NALP3 yeast inh	-27	12	9	6	8	24
UPR CHOP act	5.2	2.6	-0.4	-2.9	-0.7	-0.9
tim10-1 inh	-11	2	18	21	-1	3
tim23-1 inh	12	4	23	20	12	-7
NR3A LBD binder	-1	1	1	-1	1	-2
XBP1 UPR activ	-6	-4	-1	1	-2	-1
Mdm2 MdmX PPI	61*	-13	0	19	-13	14
APJ agonist	-2	-2	-2	-1	4	-5

7. CSc1nsc(N/N=C/c2ccccc2)c1C#N
8. CNC1(c2nnnn2-c2c(C)cccc2C)CCOC(C)(C)C1 (stereo unspecified)
9. O=C(NCc1ccco1)/C(=C/c1ccccc1F)NC(=O)c1ccccc1
10. CCOC(=O)CNc1nc(C(C)(C)C)nc2c1nnn2Cc1ccccc1Cl
11. Cc1ccc(C2=NN(CCC(=O)NCc3ccc4c(c3)OCO4)C(=O)CC2)cc1
12. COCCN(C(=O)c1cc(S(=O)(=O)N2CCCCC2)ccc1Cl)c1c(N)n(CC(C)C)c(=O)[nH]c1=O
Compound	7	8	9	10	11	12
TIM10 inh	13	2	8	-27	11	8
NALP3 yeast inh	25	6	15	13	2	5
UPR CHOP act	2.1	-0.3	-0.3	-1.3	0.5	-0.2
tim10-1 inh	13	-1	17	7	17	20
tim23-1 inh	6	14	18	0	9	11
NR3A LBD binder	-2	0	14*	-1	-1	-1
XBP1 UPR activ	-3	0	-1	1	0	1
Mdm2 MdmX PPI	19	1	12	16	-7	-4
APJ agonist	-3	-2	-2	-2	-6	0

13. O=c1c(C(c2ccc(Cl)cc2)c2c(O)nc3n(c2=O)CCCS3)c(O)nc2n1CCCS2
14. COc1cc(OC)cc(-c2c(C#Cc3ccsc3)c3cc(-c4ccc(OC)c(OC)c4)ccc3n2C)c1
15. O=C(COC(=O)CCC1CCCC1)NCc1ccc(Cl)cc1
16. CCN1CCN(C(=O)c2ccc3c(c2)N(Cc2ccccc2)C(=O)c2ccccc2S3=O)CC1 (stereo unspecified)
17. C[C@@H]1CN([C@@H](C)CO)C(=O)c2cc(NC(=O)C3CC3)ccc2O[C@H]1CN(C)C
18. C[C@H](CO)N1C[C@H](C)[C@@H](CN(C)C(=O)NC2CCCCC2)Oc2c(NC(=O)C3CCCCC3)cccc2C1=O
Compound	13	14	15	16	17	18
TIM10 inh	-2	8	-30	-25	4	8
NALP3 yeast inh	-8	13	-19	11	7	0
UPR CHOP act	-0.7	1.7	-0.3	-0.6	0.8	2.7
tim10-1 inh	-2	2	14	-30	-4	-1
tim23-1 inh	9	8	6	-97	3	12
NR3A LBD binder	2	-4	0	-1	0	-2
XBP1 UPR activ	1	1	-5	-1	4	12
Mdm2 MdmX PPI	-18	16	7	0	3	-7
APJ agonist	2	-1	-2	-5	3	-3

19. CCN1CCN(C(=O)c2nn(-c3ccccc3)c(=O)c3ccccc23)CC1
20. CC(NS(=O)(=O)c1ccccc1)C(c1cccs1)N1CCN(c2ccccc2)CC1 (stereo unspecified)
21. COC(=O)c1cc(NC(C)=O)ccc1N1CCOCC1
22. CCn1c(SCC(=O)N2CCC(C)CC2)nc2c(c1=O)SC(C)C2 (stereo unspecified)
23. Cc1ccc(-n2nc(C)c(/C=N/n3c(C)n[nH]c3=S)c2Cl)cc1
24. c1ccc(CSc2ccc(-c3cccs3)nn2)nc1
Compound	19	20	21	22	23	24
TIM10 inh	-10	6	2	0	24	8
NALP3 yeast inh	-3	14	30	16	27	24
UPR CHOP act	-1.0	0.5	2.8	-0.3	2.9	5.2
tim10-1 inh	16	34	-1	-2	-2	3
tim23-1 inh	2	29	9	24	12	10
NR3A LBD binder	1	1	-1	-2	1	1
XBP1 UPR activ	-1	-2	6	-2	14	1
Mdm2 MdmX PPI	-5	11	-7	4	28	-33
APJ agonist	-1	-4	-2	-1	-1	1

25. Cc1cc2ccccn2c1C(=O)c1cc([N+](=O)[O-])cc([N+](=O)[O-])c1
26. CCOC(=O)C(NC(=O)CCC(=O)Nc1ccc(S(N)(=O)=O)cc1)C(O)c1ccccc1 (stereo unspecified)
27. O=C(NCCCCCCNC(=O)OCCO)OCCO
28. O=C(COC(=O)/C=C/c1ccco1)NCc1ccc(Cl)cc1Cl
29. O=C(Cc1ccccc1)Nc1ccccc1N1CCN(c2ccccc2)CC1
30. COc1ccc(CC(=S)N2CCOCC2)cc1F
Compound	25	26	27	28	29	30
TIM10 inh	38	-10	-9	3	3	-1
NALP3 yeast inh	12	-2	-1	14	15	6
UPR CHOP act	0.6	1.6	-1.2	0.2	-1.4	1.7
tim10-1 inh	39	2	12	-4	5	8
tim23-1 inh	56*	0	9	-12	12	10
NR3A LBD binder	1	13*	-1	1	-3	0
XBP1 UPR activ	-6	-2	2	-2	-3	1
Mdm2 MdmX PPI	-6	0	8	9	-2	4
APJ agonist	8	-3	3	-3	2	1

31. Cn1c(=O)c2ncn(CC(=O)NC3CCCCCC3)c2n(C)c1=O
32. Oc1ccc(C23CCCC2C2(CCCC2)c2ccc(O)cc2O3)c(O)c1 (stereo unspecified)
33. O=[N+]([O-])c1ccc(-c2nn(-c3ccccc3)cc2/C=N/n2c(-c3cccs3)n[nH]c2=S)cc1
34. O=C(COc1ccccc1)Nc1ccc(Cl)c(-c2nc3ncccc3o2)c1
35. Cc1ccc(C(=O)OCC(=O)NCCc2ccc(F)cc2)cc1S(=O)(=O)N1CCOCC1
36. COc1ccc(C)cc1NC(=O)C(NCC1CCCO1)c1ccccc1 (stereo unspecified)
Compound	31	32	33	34	35	36
TIM10 inh	3	-2	11	4	6	15
NALP3 yeast inh	6	21	9	10	1	-4
UPR CHOP act	1.8	0.4	14	0.7	1.9	1.9
tim10-1 inh	5	0	5	6	6	37
tim23-1 inh	12	29	12	-6	20	28
NR3A LBD binder	-10	-16	-2	-1	-1	15*
XBP1 UPR activ	-2	1	41*	2	8	-4
Mdm2 MdmX PPI	-15	45	22	10	-4	-34
APJ agonist	1	1	-2	-5	-3	-1

Part of the list above, set out differently.
20) CC(NS(=O)(=O)c1ccccc1)C(c1cccs1)N1CCN(c2ccccc2)CC1 (stereo unspecified)
  TIM10 inh: 6	NALP3 yeast inh: 14	UPR CHOP act: 0.5	tim10-1 inh: 34	tim23-1 inh: 29	NR3A LBD binder: 1	XBP1 UPR activ: -2	Mdm2 MdmX PPI: 11	APJ agonist: -4

23) Cc1ccc(-n2nc(C)c(/C=N/n3c(C)n[nH]c3=S)c2Cl)cc1
  TIM10 inh: 24	NALP3 yeast inh: 27	UPR CHOP act: 2.9	tim10-1 inh: -2	tim23-1 inh: 12	NR3A LBD binder: 1	XBP1 UPR activ: 14	Mdm2 MdmX PPI: 28	APJ agonist: -1

24) c1ccc(CSc2ccc(-c3cccs3)nn2)nc1
  TIM10 inh: 8	NALP3 yeast inh: 24	UPR CHOP act: 5.2	tim10-1 inh: 3	tim23-1 inh: 10	NR3A LBD binder: 1	XBP1 UPR activ: 1	Mdm2 MdmX PPI: -33	APJ agonist: 1

The results go on:
37. CCc1nc2c(sc3nc4c(cc32)COC(C)(C)C4)c(=O)n1CCN(CC)CC
38. CC(C)Cc1nnc(NC(=O)CCC(=O)N2CCN(c3ccc([N+](=O)[O-])cc3)CC2)s1
39. COc1ccc2nc(NC(=O)C3CCN(C(=O)c4ccc(F)cc4)CC3)sc2c1
40. O=C(COC(=O)c1cc(Cl)ccc1[N+](=O)[O-])NC1CC1
41. O=C(CC(c1ccccc1)(c1ccccc1)c1ccccc1)N[C@@H](Cc1ccc(O)cc1)C(=O)O
42. C[C@H](CO)N1C[C@H](C)[C@@H](CN(C)S(=O)(=O)c2ccccc2)Oc2ccc(NC(=O)Nc3ccc4c(c3)OCO4)cc2C1=O
43. O=C(c1ccc(S(=O)(=O)N2CCc3ccccc3C2)cc1)N1CCCCC1
44. C=CCn1c(C(CC)CC(C)(C)O)n[nH]c1=S (stereo unspecified)
45. Cn1cnnc1SCc1nc(N)nc(Nc2ccccc2)n1
Compound	37	38	39	40	41	42	43	44	45
TIM10 inh	5	4	10	7	-1	5	19	14	5
NALP3 yeast inh	15	19	6	-1	11	-10	10	-10	10
UPR CHOP act	0.1	1.7	0.2	1.1	0.6	-0.9	-2.7	-0.9	3.5
tim10-1 inh	1	10	4	-6	-2	3	17	12	4
tim23-1 inh	-12	6	11	1	8	3	21	-12	6
NR3A LBD binder	-1	0	-1	2	-1	-3	-2	4	1
XBP1 UPR activ	-3	-4	0	-3	-1	-1	-3	1	2
Mdm2 MdmX PPI	20	32	12	-29	22	0	25	21	-15
APJ agonist	-3	-1	-4	0	4	-4	-3	-1	0

Marked active in Mdm2 MdmX PPI, of those listed so far:
entry | canonical_smiles | NALP3 yeast inh | NR3A LBD binder | XBP1 UPR activ | Mdm2 MdmX PPI
1 | O=C(C1CC1)N1c2ccccc2Sc2ccccc21 | -27 | -1 | -6 | 61*

High-throughput results: PubChem, Sanford-Burnham Center for Chemical Genomics
